C8 TRAIL sens: sensitizes caspase-8 expressing cells to TRAIL | inhibition (viability loss, TRAIL sensitization), % at 10 µM | NB7+C8 cells + TRAIL, ATPlite viability luminescence | 360,000 compounds, 1% hits | AID 624354;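 active = compounds causing at least 50% loss of cell viability in the single-dose screen, relative to plate controls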
TROY signal inh: blocks TROY-dependent signaling in reporter cells | Q293 LMP1-TROYcd NF-kB luciferase reporter, 4 h | inhibition, % at 10 µM | 360,000 compounds, 0.98% hits | AID 1347056;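 active = compounds whose plate-normalised and pattern-corrected inhibition of the luciferase reporter signal at the single screening dose is 50% or more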
NCOA2 inhibitor: inhibits human steroid receptor coactivator 2. 370,000 compounds, 0.17% hits. inhibition, % at 9 µM. HEK293 GAL4-SRC2 luciferase reporter, luminescence. AID 651957;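 active = inhibition above the mean inhibition of all tested compounds plus 3 SD, set per campaign, cut at about 52% in these data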;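 note: 0% = DMSO treated cells and 100% = cells given Gossypol at 36 µM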
Target sequence (Q15596 whole entry, looked up, the tested form may be a part): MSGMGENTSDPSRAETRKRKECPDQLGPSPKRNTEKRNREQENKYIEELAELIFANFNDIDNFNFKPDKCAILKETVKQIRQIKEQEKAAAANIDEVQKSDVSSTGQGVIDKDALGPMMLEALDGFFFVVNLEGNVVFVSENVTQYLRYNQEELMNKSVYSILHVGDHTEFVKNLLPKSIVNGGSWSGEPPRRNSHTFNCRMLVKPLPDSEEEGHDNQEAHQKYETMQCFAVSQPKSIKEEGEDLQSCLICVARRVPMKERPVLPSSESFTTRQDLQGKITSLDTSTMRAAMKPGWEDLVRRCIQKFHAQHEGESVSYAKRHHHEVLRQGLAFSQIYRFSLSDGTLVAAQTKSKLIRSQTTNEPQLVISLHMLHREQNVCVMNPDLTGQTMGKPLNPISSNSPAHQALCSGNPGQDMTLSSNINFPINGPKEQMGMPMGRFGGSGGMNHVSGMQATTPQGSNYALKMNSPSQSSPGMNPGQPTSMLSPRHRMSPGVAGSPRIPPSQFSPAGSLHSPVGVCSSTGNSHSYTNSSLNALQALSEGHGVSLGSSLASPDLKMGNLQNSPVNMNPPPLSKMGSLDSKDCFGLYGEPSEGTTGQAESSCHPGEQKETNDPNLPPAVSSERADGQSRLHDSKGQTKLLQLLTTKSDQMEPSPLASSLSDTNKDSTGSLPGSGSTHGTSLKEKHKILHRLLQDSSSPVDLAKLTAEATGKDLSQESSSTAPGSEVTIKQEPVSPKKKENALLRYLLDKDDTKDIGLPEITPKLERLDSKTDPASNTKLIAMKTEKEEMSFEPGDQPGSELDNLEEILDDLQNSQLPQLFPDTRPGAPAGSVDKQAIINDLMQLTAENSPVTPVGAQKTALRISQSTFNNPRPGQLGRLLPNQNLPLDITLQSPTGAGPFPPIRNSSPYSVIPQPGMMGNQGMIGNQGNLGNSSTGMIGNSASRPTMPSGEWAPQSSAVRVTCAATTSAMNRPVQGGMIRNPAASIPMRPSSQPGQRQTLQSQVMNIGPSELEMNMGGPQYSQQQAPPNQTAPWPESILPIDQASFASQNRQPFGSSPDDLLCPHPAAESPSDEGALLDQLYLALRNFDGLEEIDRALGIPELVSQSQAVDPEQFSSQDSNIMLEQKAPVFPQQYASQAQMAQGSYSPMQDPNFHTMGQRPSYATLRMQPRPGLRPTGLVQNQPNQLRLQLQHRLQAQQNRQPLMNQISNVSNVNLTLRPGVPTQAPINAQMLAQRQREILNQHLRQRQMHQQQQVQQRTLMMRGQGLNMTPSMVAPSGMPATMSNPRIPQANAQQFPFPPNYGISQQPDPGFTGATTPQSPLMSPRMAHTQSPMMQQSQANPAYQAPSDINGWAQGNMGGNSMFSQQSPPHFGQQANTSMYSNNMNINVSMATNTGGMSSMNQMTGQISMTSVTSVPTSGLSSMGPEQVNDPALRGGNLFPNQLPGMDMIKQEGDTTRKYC
NR5A2 inv ag: inverse agonists of human LRH-1 (NR5A2); O00482; HEK293T StAR-luciferase reporter, LRH-1 transfected, 24 h; inhibition, % at 3.6 µM; 360,000 compounds, 0.13% hits; AID 602396;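 active = inhibition above the mean inhibition of all tested compounds plus 3 SD, cut at about 73% in these data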;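 note: 0% = DMSO wells and 100% = reporter-only cells lacking LRH-1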
TWEAK Fn14 block: TWEAK-Fn14 signaling inhibition. TWEAK-stimulated Fn14 reporter cells, luciferase luminescence, 8 h. inhibition, % at 10 µM. AID 1159606. 360,000 compounds, 2% hits; in the data active = inhibition above about 50%
EBV LMP1 NFkB: inhibitors of Epstein-Barr LMP1-induced NF-kappaB reporter. LMP1-induced NF-kappaB luciferase reporter cells, luminescence. inhibition, % at 12.5 µM. 350,000 compounds, 0.69% hits. AID 504558; in the data active = inhibition above about 41%;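 note: 0% = neutral control wells and 100% = reference inhibitor control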
NCOA1 inh: inhibits human SRC1 coactivator. inhibition, % at 3.6 µM. AID 588354. 360,000 compounds, 0.12% hits. HEK293 GAL4-SRC1 luciferase reporter, luminescence. Q15788;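 active = inhibition above the campaign mean plus 3 SD, with each screening campaign given its own cutoff, cut at about 60% in these data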;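 note: 0% = DMSO treated cells and 100% = gossypol at 36 µM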
NOD2 RIPK2 PPI: NOD2-RIPK2 protein interaction inhibition. O43353. CHO BLA complementation NOD2-RIPK2, CCF4 ratio. inhibition, % at 4.98 µM. 360,000 compounds, 0.38% hits. AID 624267; in the data active = inhibition above about 21%;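 note: 0% = vehicle only and 100% = reference blocker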
SRC3 inh: human NCOA3 inhibition | Q9Y6Q9 | HEK293 GAL4-SRC3 luciferase reporter, luminescence | inhibition, % at 3.6 µM | 360,000 compounds, 0.17% hits;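 active = inhibition above a per-campaign cutoff, the mean of all compounds plus 3 SD, cut at about 60% in these data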;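 note: 0% = DMSO-treated cells and 100% = gossypol-treated cells at 36 µM; higher means less SRC3-driven luciferase light from the GAL4 reporter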
COUP-TFII inh: inhibitors of human COUP-TFII (NR2F2); P24468; HEK293T NGFI-A luciferase reporter, luminescence; inhibition, % at 8.6 µM; 370,000 compounds, 0.7% hits; AID 686940;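 active = inhibition above a per-plate cutoff, mean inhibition of test wells between control levels plus 3 SD, cut at about 38% in these data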;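 note: cells cotransfected with COUP-TFII expression vector driving the NGFI-A reporter; 0% = median of COUP-TF2 test wells and 100% = reporter-only cells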
TLR9-MyD88 block: TLR9-MyD88 interaction inhibition | inhibition, % at 4.98 µM | Q9NR96+Q99836 | 340,000 compounds, 0.21% hits | CHO BLA complementation TLR9-MyD88, CCF4 FRET ratio;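 active = inhibition above the mean over all tested compounds plus 3 SD, cut at about 21% in these data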;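 note: 0% = DMSO only wells and 100% = clavulanate BLA inhibitor control wells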
Active calls of the source: *; nt = not tested or not shown. This is a subset; count on the stated rates, not on these rows.

SMILES	C8 TRAIL sens	TROY signal inh	NCOA2 inhibitor	NR5A2 inv ag	TWEAK Fn14 block	EBV LMP1 NFkB	NCOA1 inh	NOD2 RIPK2 PPI	SRC3 inh	COUP-TFII inh	TLR9-MyD88 block
Cc1ccc(S(=O)(=O)N(C)CC(=O)N(C)Cc2cccs2)cc1	-2	-10	-7	8	2	-3	7	-11	16	1	-11
CCC(C)NC(=O)c1ccc([N+](=O)[O-])c(Cl)c1 (stereo unspecified)	-10	10	10	3	-3	-5	5	-7	22	7	2
CCOC(=S)SCC(=O)N1CCc2ccccc2C1C1C(=O)CCCC1=O (stereo unspecified)	4	7	-15	-2	13	-3	8	2	11	1	5
COCCn1c(SCC(=O)NC(C)c2ccc(F)cc2)nc2ccccc21 (stereo unspecified)	-16	-10	-10	0	28	-7	-8	-2	-4	18	-2
O=C(NCc1cccs1)C(=O)NCC1OCCCN1S(=O)(=O)c1cc(F)ccc1F (stereo unspecified)	-1	6	-1	7	-3	-1	-1	3	-5	-6	7
O=C(O)c1c(-c2ccccc2)oc2ccc(O)cc12	-20	-3	-32	8	2	9	8	-7	-22	-11	5
Cc1nc2ccccc2n1C(=O)c1ccccc1[N+](=O)[O-]	2	1	-23	-2	-6	-6	-20	0	5	-2	-2
CC(C)(C)NS(=O)(=O)CC12CCC(CC1=O)C2(C)C (stereo unspecified)	5	18	18	-2	-4	2	4	-2	18	8	-1
O=C(Cn1nnnc1CN1CCOCC1)N1CCC(c2cccc(Cl)c2)C1 (stereo unspecified)	-10	-10	-17	11	-12	5	2	5	1	-14	-2
CCCCC1=NN(C(=O)c2cocc2C)C(O)(C(F)(F)F)C1 (stereo unspecified)	3	-32	-17	-32	28	-1	-24	2	-1	-10	2
CNC(=S)Nc1ccc(OC)c(OC)c1	-13	4	-32	-2	-2	5	-6	3	-15	11	12
COCCCNC(=O)CNC(=O)c1cn(-c2ccccc2OC)c(=O)c2ccccc12	-33	10	-32	5	3	-2	-9	-11	3	13	-2
c1ccc2c(c1)[nH]c1c(N3CCCC3)ncnc12	10	20	-18	33	18	18	17	2	7	44*	-6
CN(C)c1ccc(/C=N/NC(=O)CN2CCCCC2)cc1Br	-12	4	15	-4	-8	5	-7	-11	1	-11	-6
C[C@@H]1CN([C@@H](C)CO)C(=O)CCCn2nncc2CO[C@H]1CN(C)C(=O)OCc1ccccc1	-4	0	1	-7	5	-1	5	2	-9	-11	-2
S=C(NCCN1CCOCC1)N/N=C/c1ccccc1	-3	3	-3	-7	5	1	-2	7	1	3	-1
COC(=O)c1[nH]c2ccccc2c1NC(=O)CN1CCN(c2cccc(OC)c2)C(C)C1 (stereo unspecified)	2	37	15	8	34	14	-4	7	-16	10	-1
CN1OC[C@@H]2CN(C(=S)NCCc3ccccc3)[C@H](c3ccc(N4CCCCC4)cc3)C[C@@H]21	2	-14	5	-12	-29	nt	-38	4	6	-1	nt
COC(=O)c1[nH]c2cc(OC)ccc2c1NC(=O)CCN1CCN(c2ccccc2)CC1	0	6	6	-8	-14	2	7	-1	19	2	2
C=CCC(O)(CC=C)C(C)N (stereo unspecified)	-5	-3	-10	5	-3	4	-8	-5	12	-6	-1
Cc1ccc(-n2nc3c(=O)n(CC(=O)NCCc4ccccc4C)nc(C)c3c2C)cc1	35	5	3	10	14	15	-18	2	18	15	-14
CCOc1cnc(C(=O)NNC(=O)c2ccccc2Br)o1	-1	15	-2	1	3	-4	-6	4	6	-1	0
O=C(NC1CCCC1)c1ccccc1-c1nc2ccccc2[nH]1	-23	4	-1	10	5	-6	-11	-3	7	2	9
Cc1c(-c2ccccc2Cl)nc2ccccc2c1C(=O)O	-3	-22	19	3	-1	2	-5	-6	-2	4	0
Nc1cc(=O)nc(SCC(=O)Nc2cccc3ccccc23)n1CCc1ccccc1	-6	-9	4	-17	3	-10	7	-3	-1	1	-6
CN(C)S(=O)(=O)c1ccc(C(=O)OCC(=O)Nc2sc3c(c2C#N)CCCCC3)cc1	12	-39	-26	1	-18	2	-13	-8	9	-19	-29
CN(CC(=O)Nc1cccc(F)c1)C(=O)C1CCN(S(=O)(=O)c2ccc3c(c2)OCCO3)CC1	-20	-3	30	22	-9	-9	-19	-9	15	26	-6
CC(=O)Nc1ccc(NC(=O)COC(=O)c2ccccc2C(=O)c2ccccc2)cc1	-3	16	2	-1	16	2	-17	13	-1	-27	7
O=C(c1ccccc1)N1CCN(S(=O)(=O)c2ccc(Cl)c(C(F)(F)F)c2)CC1	3	0	-21	-1	-10	2	-7	-16	-8	10	10
NC(=O)C1CCN(C(=O)/C=C/c2ccco2)CC1	11	-3	16	4	17	1	4	-3	10	10	0
COc1ccc(NS(=O)(=O)c2ccc(OCC(=O)N3CCCC3)cc2)cc1	-8	-4	12	-5	0	-14	15	-8	5	9	-15
N/C(=N\OC(=O)Cc1ccc(-c2ccccc2)cc1)c1cccc([N+](=O)[O-])c1	1	-5	-5	12	9	-26	-10	4	16	10	-1
CN(C(=O)COC(=O)c1cc(-c2ccco2)nc2ccccc12)C1CCS(=O)(=O)C1 (stereo unspecified)	10	-9	-7	-1	-19	-3	-9	-4	1	13	4
Cc1cc(C)cc(N2Cc3ccccc3C2)c1	9	13	-10	16	5	0	9	8	1	11	4
N#CCOC(=O)C1CCN(S(=O)(=O)c2ccc3c(c2)OCCO3)CC1	-8	-5	0	-3	3	-1	-6	2	-2	-23	9
CN(CC(=O)NCc1ccccc1Cl)S(=O)(=O)c1cccs1	-14	-23	-16	-5	-7	-3	-8	2	-20	6	-10
CN1CCN(C(=S)NC(=O)/C=C/c2cccc3ccccc23)CC1	-9	13	1	-13	-12	-2	-3	-12	1	12	-9
O=S(=O)(Nc1ccc(N2CCOCC2)cc1)c1ccc2ccccc2c1	-1	8	-9	7	-8	-3	12	-3	15	18	-6
CC(C)(C)C(=O)Nc1ccccc1C(=O)NCCC(=O)Nc1ccccc1	6	0	4	9	-4	-2	0	-8	8	-7	-7
COc1ccc(C(C)=O)cc1CC1(C)C(=O)Nc2ccc(-c3ccccc3OC)cc21 (stereo unspecified)	-7	11	-6	8	0	nt	7	2	-23	12	nt
CCCCCCCSc1nc(N)cc(=O)[nH]1	11	-1	-4	7	-6	-4	4	-8	13	20	-1
CCOc1ccccc1N(CC(=O)NC1CCCCC1)C(=O)c1nsc(Cl)c1Cl	0	10	10	3	-7	4	-4	2	22	19	5
O=C(CSc1nnc([C@@H]2CCCN2)o1)c1ccc(Cl)cc1	7	-3	-46	-35	32	-12	-47	-4	-25	-7	1
Cc1c(C(=O)O)oc2c1/C(=N\O)CC(C)(C)C2	11	-15	11	10	-6	-6	9	-5	5	-6	-10
O=Cc1ccc2cccnc2n1	-1	2	-18	21	3	-3	3	-4	16	7	6
COc1ccccc1C1CC(c2cccs2)=Nc2ccccc2S1 (stereo unspecified)	0	-15	-19	-47	-7	-30	-67	7	-78	-23	0
CCCC(=O)NC(=S)Nc1ccc(CN2CCOCC2)cc1	0	-25	-44	2	7	-4	-6	8	-24	-21	-3
CC1CCCN(c2ccc3nc4ccccc4c(=O)n3n2)C1 (stereo unspecified)	78*	66*	-39	-120	37	24	-75	-13	-46	-29	6
CC(C)COCC(O)CC(Cc1ccccc1)C(=O)NN (stereo unspecified)	-6	-3	3	-6	-5	0	14	2	3	6	-10
COC(=O)c1cncc(C)c1	-4	-9	6	-2	14	-6	4	-7	10	3	11
O=C(Cc1ccccc1)NCC(=O)N1CCN(c2ccccc2)CC1	-2	12	5	25	-3	1	-4	-16	16	26	-10
Cc1ccc(NC(=O)C2CC(=O)n3ncnc3N2)cc1 (stereo unspecified)	-10	7	-48	-12	9	-5	-1	6	13	2	1
COc1ccc(CN2CCNC(=O)C2CC(=O)NCCc2nc(C)c3c(n2)CCC3)cc1C (stereo unspecified)	-9	3	2	19	-5	2	-3	0	14	-5	-3
O=C(CSc1nnnn1C1CCCC1)N1CCOCC1	-4	-32	-2	-20	-9	-10	-28	-8	-7	-3	8
CCC12CCCN3CCC4(C(=C(C(=O)OC)C1)Nc1ccccc14)C32 (stereo unspecified)	-2	-5	-20	22	18	5	10	13	24	-34	1
Cc1cccc(NC(=O)c2cccc(NC(=O)c3ccccc3)c2)n1	-19	-18	-32	-27	0	-1	-10	-11	-17	-2	-11
CCOc1ccc(C2C(C#N)=C(C)NC3=C2C(=O)c2ccccc23)cc1 (stereo unspecified)	5	2	-9	0	-24	2	12	-1	8	-5	0

Ten compounds out of the list, ordered by count of non-hydrogen atoms, smallest number first:
SMILES	C8 TRAIL sens	TROY signal inh	NCOA2 inhibitor	NR5A2 inv ag	TWEAK Fn14 block	EBV LMP1 NFkB	NCOA1 inh	NOD2 RIPK2 PPI	SRC3 inh	COUP-TFII inh	TLR9-MyD88 block
O=Cc1ccc2cccnc2n1	-1	2	-18	21	3	-3	3	-4	16	7	6
CCCCCCCSc1nc(N)cc(=O)[nH]1	11	-1	-4	7	-6	-4	4	-8	13	20	-1
Cc1c(C(=O)O)oc2c1/C(=N\O)CC(C)(C)C2	11	-15	11	10	-6	-6	9	-5	5	-6	-10
O=C(CSc1nnnn1C1CCCC1)N1CCOCC1	-4	-32	-2	-20	-9	-10	-28	-8	-7	-3	8
CC(C)COCC(O)CC(Cc1ccccc1)C(=O)NN (stereo unspecified)	-6	-3	3	-6	-5	0	14	2	3	6	-10
CC1CCCN(c2ccc3nc4ccccc4c(=O)n3n2)C1 (stereo unspecified)	78*	66*	-39	-120	37	24	-75	-13	-46	-29	6
COc1ccccc1C1CC(c2cccs2)=Nc2ccccc2S1 (stereo unspecified)	0	-15	-19	-47	-7	-30	-67	7	-78	-23	0
Cc1cccc(NC(=O)c2cccc(NC(=O)c3ccccc3)c2)n1	-19	-18	-32	-27	0	-1	-10	-11	-17	-2	-11
CCOc1ccc(C2C(C#N)=C(C)NC3=C2C(=O)c2ccccc23)cc1 (stereo unspecified)	5	2	-9	0	-24	2	12	-1	8	-5	0
COc1ccc(CN2CCNC(=O)C2CC(=O)NCCc2nc(C)c3c(n2)CCC3)cc1C (stereo unspecified)	-9	3	2	19	-5	2	-3	0	14	-5	-3

From PubChem
